Assay outcomes as filed in PubChem.
DNMT1 block – human DNMT1 methyltransferase inhibitors, primary screen, biochemical, molecular beacon, fluorescence, HinP1I cleavage, uHTS; inhibition (reported as % activation of signal), % at 10 µM; hit rate 0.83% among 360,000; DNA (cytosine-5)-methyltransferase 1 (Homo sapiens), P26358; in the data active = inhibition above about 50%
Rpn11 block – Rpn11 (PSMD14) deubiquitinase inhibitors, primary screen, biochemical, fluorescence polarization, uHTS | human 26S proteasome, Ub4-pepOG fluorescence polarization; 20S core pre-blocked with epoxomicin | hit rate 0.59% among 360,000 | 26S proteasome non-ATPase regulatory subunit 14 (Homo sapiens), O00487 | calls only at 20 µM;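 active = inhibition at 20 µM, scaled to each plate's controls, above about 33%, limit read from the data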
LMPTP inh – LMPTP phosphatase inhibitors, primary screen, biochemical, fluorescence intensity, uHTS; hit rate 0.22% among 360,000; inhibition, % at 20 µM; AID 651560, 2012; Low molecular weight phosphotyrosine protein phosphatase (Homo sapiens), P24666; recombinant LMPTP-A, OMFP fluorogenic substrate;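 active = compounds that cut the enzyme signal by at least half of the control window in the single-dose screen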;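 note: plate controls were DMSO wells with enzyme plus substrate for no effect and substrate without enzyme for full effect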
Target sequence (P24666 whole entry, looked up): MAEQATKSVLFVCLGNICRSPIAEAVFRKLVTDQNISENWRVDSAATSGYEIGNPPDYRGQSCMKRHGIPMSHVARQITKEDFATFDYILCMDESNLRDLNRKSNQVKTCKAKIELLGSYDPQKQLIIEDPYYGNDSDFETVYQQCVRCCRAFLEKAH
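Test system: LMPTP-A phosphatase enzyme. Amount: LMPTP-A at 0.625 nM final in the reaction. Reagent: OMFP substrate, 400 µM final. Times: 50 min at room temperature. Signal: endpoint fluorescence intensity from OMFP dephosphorylation. Read-out basis: % inhibition. Benchmarks: no-enzyme and uninhibited controls.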
SUMO1-SIM PPI – modulators of SUMO1 protein-protein interactions, primary screen, biochemical, uHTS; inhibition, % at 20 µM; Small ubiquitin-related modifier 1 (Homo sapiens), P63165; SUMO1 binding to a labelled peptide, TR-FRET, 1 h; hit rate 0.33% among 360,000; in the data active = inhibition above about 37%
CSN inh – inhibitors of CSN-mediated cullin deneddylation, primary screen, biochemical, fluorescence polarization, uHTS; COP9 signalosome complex subunit 5 (Homo sapiens), Q92905; Purified CSN, SCF-Nedd8-OG deneddylation; inhibition, % at 12.5 µM; hit rate 0.38% among 360,000; AID 651999, 2013;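 active = pattern-corrected inhibition above about 35%, with an unprinted fluorescence ratio check between 0.5 and 1.5, limit read from the data, passing the limit was not always enough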;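 note: 0% = enzyme with substrate and 100% = substrate without enzyme; some results filed as inactive read as strong as hits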
Target sequence (Q92905 whole entry, looked up, one chain of several): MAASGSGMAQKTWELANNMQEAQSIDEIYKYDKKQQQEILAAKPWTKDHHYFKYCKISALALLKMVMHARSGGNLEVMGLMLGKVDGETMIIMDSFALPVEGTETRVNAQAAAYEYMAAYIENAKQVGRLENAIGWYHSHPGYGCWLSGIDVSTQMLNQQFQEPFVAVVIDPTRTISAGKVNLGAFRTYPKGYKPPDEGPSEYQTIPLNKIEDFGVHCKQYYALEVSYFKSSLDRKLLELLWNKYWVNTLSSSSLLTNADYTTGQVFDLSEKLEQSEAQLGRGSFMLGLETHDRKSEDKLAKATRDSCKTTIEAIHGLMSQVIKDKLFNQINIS
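Detection – fluorescence polarization · System – HEK293T-derived human Csn5 enzyme · Controls – substrate-only high control, full reaction low control · Timing – 90 min, room temperature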
STEP inh – STEP phosphatase inhibitors, primary screen, biochemical, fluorescence intensity, uHTS. Tyrosine-protein phosphatase non-receptor type 5 (Homo sapiens), P54829. recombinant STEP, OMFP fluorogenic substrate. inhibition, % at 20 µM. hit rate 0.25% among 360,000;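 active = inhibition at 20 µM, scaled per plate between control wells, above about 37%, limit read from the data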;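 note: 0% = DMSO with enzyme and substrate and 100% = substrate only without enzyme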
Target sequence (P54829 whole entry, looked up): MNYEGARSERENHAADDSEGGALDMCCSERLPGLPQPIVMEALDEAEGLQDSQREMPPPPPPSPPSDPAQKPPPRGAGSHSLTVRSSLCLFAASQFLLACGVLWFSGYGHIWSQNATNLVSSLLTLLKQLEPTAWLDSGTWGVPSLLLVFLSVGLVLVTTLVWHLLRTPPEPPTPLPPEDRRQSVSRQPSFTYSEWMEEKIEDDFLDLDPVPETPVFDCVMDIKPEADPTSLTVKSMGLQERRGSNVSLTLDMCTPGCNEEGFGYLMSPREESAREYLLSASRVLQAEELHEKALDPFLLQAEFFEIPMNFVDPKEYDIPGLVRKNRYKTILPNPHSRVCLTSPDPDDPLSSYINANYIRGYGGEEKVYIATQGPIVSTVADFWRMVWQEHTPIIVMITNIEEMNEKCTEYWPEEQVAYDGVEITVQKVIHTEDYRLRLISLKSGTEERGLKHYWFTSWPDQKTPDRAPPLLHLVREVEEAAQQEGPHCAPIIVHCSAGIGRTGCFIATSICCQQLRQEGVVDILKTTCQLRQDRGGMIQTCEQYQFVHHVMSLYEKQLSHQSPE
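Assay system: isolated STEP enzyme. Buffer or medium: pH 6.0 Bis-Tris with DTT and Tween 20. Also added: fluorogenic phosphatase substrate OMFP at 25 µM final. Dosing: 20 µM, 1% DMSO. Timing: 20 min reaction, room temperature, in the dark. Measured by: fluorescence intensity, excitation 480 nm, emission 540 nm. Evaluation: normalized % inhibition.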
Neddylation inh – inhibitors of cullin neddylation, primary screen, biochemical, TR-FRET, uHTS, NAE and Ubc12. hit rate 0.58% among 360,000. calls only at 25 µM. AID 651699, 2012. NEDD8-conjugating enzyme Ubc12 (Homo sapiens) + NEDD8-activating enzyme E1 regulatory …; in the data active = inhibition above about 36%
Rin1-Abl PPI inh – inhibitors of Rin1-Abl protein binding, primary screen, biochemical, TR-FRET | hit rate 0.4% among 360,000 | Tyrosine-protein kinase ABL1 (Homo sapiens) + Ras and Rab interactor 1 (Homo sapiens), … | inhibition, % at 7.35 µM | AID 588664, 2011; in the data active = inhibition above about 5%, passing the limit was not always enough
Scp1 inh – Scp-1 phosphatase inhibitors, primary screen, biochemical, colorimetric, uHTS; Carboxy-terminal domain RNA polymerase II polypeptide A small phosphatase 1 (Homo …; Recombinant Scp1, phosphopeptide, malachite green phosphate absorbance; inhibition, % at 20 µM; hit rate 0.88% among 340,000; AID 493091, 2011;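 active = inhibition above about 50% at 20 µM, limit read from the data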;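 note: plate controls were DMSO wells with enzyme for no effect and wells lacking enzyme for full effect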
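Assay system: SCP-1 catalytic fragment, aa 76-261 | Buffer or medium: Tris acetate buffer pH 5.5 with MgCl2 and Tween-20 | Compound: One concentration, 20 µM, with 1.0% DMSO | Also added: Phospho 17-mer peptide substrate | Signal: Absorbance at 630 nm | Incubation: 45 min enzyme reaction at room temperature | Measure: % inhibition of SCP-1 phosphate liberation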
NadD inh – inhibitors of S. aureus NadD, primary screen, biochemical, colorimetric, uHTS | inhibition, % at 20 µM | Nicotinate-nucleotide adenylyltransferase NadD (Staphylococcus aureus N315) | purified NadD enzyme, colorimetric absorbance read-out | hit rate 0.78% among 360,000; in the data active = inhibition above about 26%; note: some compounds past the cut are filed as inactive
The depositor's hits bear a star; i = inactive; . = no result given; + = active, no number.

SMILES | DNMT1 block | Rpn11 block | LMPTP inh | SUMO1-SIM PPI | CSN inh | STEP inh | Neddylation inh | Rin1-Abl PPI inh | Scp1 inh | NadD inh
CC(C)c1ccc(-c2nc3c([nH]2)c(=O)n(C)c(=O)n3C)cc1 | -1 | i | -1.6 | -1 | -3 | -2 | . | -3 | -2 | -11
Cc1ccc(N(Cc2ccccc2)C(=O)c2cc(S(=O)(=O)N3CCOCC3)ccc2N2CCCC2)cc1 | -1 | i | 2.7 | 0 | -5 | 2 | i | 0 | -9 | 7
Cc1ccc(-n2c(C)nn(CC3CC3)c2=O)cc1 | -2 | i | -0.2 | 1 | -15 | -2 | i | 2 | -7 | 5
CCOC(=O)C1CCN(c2c(N3CCN(Cc4ccccc4)CC3)c(=O)c2=O)CC1 | 4 | i | -1.7 | -6 | 3 | -1 | i | 1 | -6 | -4
Cc1cc(C)c(OCC(=O)N2CC=C(c3ccccc3)CC2)c(C)c1 | -1 | i | 0.8 | -2 | 2 | -2 | i | -3 | 1 | -5
CCN(c1ccc2c(c1)OCO2)S(=O)(=O)c1cc(Br)cc2c1N(C(=O)C1CC1)CC2 | -1 | i | 3.9 | 1 | -2 | 2 | i | 5 | -1 | 17
O=C(NNC(=O)c1cccnc1)NC12CC3CC(CC(C3)C1)C2 | 0 | i | -0.9 | 3 | 1 | -6 | i | 0 | -5 | -2
CN(C)c1ccc(C(=O)C(O)c2ccc(C(C)(C)C)cc2)cc1 (stereo not drawn) | 5 | i | 1.9 | 0 | 7 | 0 | . | 3 | -6 | 3
CCC(C)C(NC(=O)C1CCC(=O)N1C(=O)OCc1ccccc1)C(=O)NC(C(=O)N1CCCC1C(N)=O)C(C)CC (stereo not drawn) | 0 | i | -1.4 | 2 | -1 | -1 | i | 3 | -2 | -1
Cc1cc(C)n(CC(=O)NNC(=O)CCCOc2ccc(Cl)c(C)c2)n1 | -1 | i | -1.4 | 3 | -3 | -3 | i | 2 | 4 | -6
COc1cc(/C=C/CO)ccc1O[C@@H]1O[C@H](CO)[C@@H](O)[C@H](O)[C@H]1O | -5 | i | 0.0 | 7 | 0 | 2 | i | -1 | 1 | 6
O=C1OCCN1C(=O)[C@H]1[C@H](c2ccc([N+](=O)[O-])cc2)C(c2ccc(F)cc2)=NN1c1ccccc1 | -2 | i | 1.6 | -11 | 3 | -1 | i | -3 | -7 | 10
CCOC(=O)C1=C(C)OC(N)=C(C#N)C1c1ccccc1 (stereo not drawn) | -4 | i | 0.3 | 2 | -2 | 3 | i | -2 | -1 | 1
CC(C)Sc1nnc([C@H](Cc2c[nH]c3ccccc23)NC(=O)OC(C)(C)C)o1 | -4 | i | 2.7 | 1 | 6 | -1 | i | 0 | -22 | -7
O=C(CSc1n[nH]c(=O)n1Cc1ccco1)N1CCOCC1 | -1 | i | -1.7 | -1 | -2 | -1 | i | -2 | 4 | -3
COc1cccc(NC(=O)CN(C)S(=O)(=O)c2ccc(C)cc2)c1 | -2 | i | -1.4 | 2 | 1 | 0 | i | 0 | -5 | -3
Cc1c(C)c2ccc(OCC(=O)N3CCN(c4cccc(Cl)c4)CC3)cc2oc1=O | -4 | i | 4.5 | -31 | 1 | 2 | i | 0 | 2 | 0
Cc1ccc(NC(=O)c2c(-c3ccccc3Cl)noc2C)nc1 | 2 | i | -1.7 | -2 | -4 | -1 | i | 2 | -10 | -1
O=C(Nc1cccc(-c2nc3ccccc3o2)c1)c1ccc(N2C(=O)C3C4C=CC(C4)C3C2=O)cc1 (stereo not drawn) | -5 | i | 3.6 | 2 | -4 | -4 | i | 0 | -10 | 18
Cc1ccc(C(OC(=O)c2ccco2)C(=O)NC2CCCCC2)cc1 (stereo not drawn) | 1 | i | -1.6 | 2 | -1 | -1 | i | 0 | -8 | 0
O=C(O)COc1ccccc1/C=N/NC(=O)CN1CCN(S(=O)(=O)c2ccc(Br)cc2)CC1 | 2 | i | -0.9 | -5 | -4 | 2 | i | -5 | 7 | 1
NC(=O)c1cc2cc(Cl)ccc2oc1=Nc1cccc(C(F)(F)F)c1 | 4 | i | 0.9 | -4 | 1 | 0 | i | 2 | -3 | 0
COc1ccc(-c2c(C)nn3c(N)c(-c4ccccc4)cnc23)cc1OC | -2 | i | 1.6 | 10 | 2 | -1 | i | 2 | -4 | 4
C=CCOc1ccc(/C=C/C(=O)OCC(=O)NCC(=O)Nc2c(C)cc(C)cc2C)cc1 | 18 | i | -0.8 | -1 | -7 | -2 | i | 1 | -2 | 1
CCC(C(=O)Nc1ccc(C(=O)N2CCCC2)cc1)c1ccccc1 (stereo not drawn) | 2 | i | -1.8 | 0 | 3 | 7 | i | 0 | -7 | 0
CC1CCN(C(=O)C(C)NCc2ccc(F)cc2)CC1 (stereo not drawn) | 3 | i | -0.6 | -4 | 2 | -1 | i | -2 | -10 | -8
Clc1cccc2sc(N3CCOCC3)nc12 | 0 | + | -0.1 | 1 | 0 | -1 | i | -8 | 2 | 0
COc1ccc(OCCC(=O)OCC(=O)NCc2ccccc2)cc1 | 1 | i | -1.2 | 4 | 1 | 4 | i | -3 | -9 | 0
CCc1ccccc1NC(=O)CCNC(=O)Cn1ccc2ccccc2c1=O | 0 | i | -0.2 | 0 | -1 | -1 | i | -1 | -4 | -9
Cc1ccc2c(c1)C(=O)CC(O)(C(F)(F)F)O2 (stereo not drawn) | 5 | i | -1.8 | 10 | -2 | 1 | i | -2 | -7 | -3
Cc1ccccc1N1CC(C(=O)Nc2ccc(S(=O)(=O)NCC3CCCO3)cc2)CC1=O (stereo not drawn) | -1 | i | -0.2 | 2 | 0 | -5 | i | -2 | -2 | -12
O=C1Nc2ccc(F)cc2C12SCCS2 | 0 | i | 0.0 | 2 | 1 | -2 | i | 1 | -6 | -1
C/C(=N\NC(=O)C1CC1)c1ccc(Cl)cc1 | 0 | i | -1.7 | -1 | -1 | -1 | i | 1 | -1 | -2
O=C1CC(=C(c2ccccc2)c2ccccc2)C(=O)N1CCCCN1CCN(c2cccc(Cl)c2)CC1 | 3 | i | 4.4 | -4 | -1 | 6 | i | 0 | 1 | 2
Fc1ccc(NCc2cccnc2)cc1 | 1 | i | -1.4 | -2 | 4 | -1 | i | 1 | 0 | -2
Clc1ccc2nc(-c3ccccc3)c(Cc3ccsc3)n2c1 | -1 | i | -0.3 | 1 | 0 | -3 | i | 3 | . | 2
CSc1ccc(Cn2c(C)c(C(=O)NCc3cccc(C(F)(F)F)c3)sc2=O)cc1 | -11 | i | 5.3 | 5 | -1 | 2 | i | -3 | . | -5
O=C(O)c1cccc(Nc2ccc([N+](=O)[O-])c3nonc23)c1 | -6 | i | 15 | -74 | 4 | 12 | i | -11 | -9 | -4
CN(C)S(=O)(=O)c1ccc(C(=O)NCc2ccc3[nH]c4c(c3c2)CCCC4)cc1 | -11 | i | 0.6 | -1 | -4 | 4 | i | -2 | -14 | 5
CCOc1ccc(NC(=S)N(Cc2ccc(N(C)C)cc2)Cc2ccco2)cc1 | -2 | i | -0.4 | -3 | 2 | 0 | i | -1 | -4 | 5

Only Rpn11 block, LMPTP inh and SUMO1-SIM PPI (two entries from above):
canonical_smiles,Rpn11 block,LMPTP inh,SUMO1-SIM PPI
C/C(=N\NC(=O)C1CC1)c1ccc(Cl)cc1,i,-1.7,-1
O=C1CC(=C(c2ccccc2)c2ccccc2)C(=O)N1CCCCN1CCN(c2cccc(Cl)c2)CC1,i,4.4,-4

Arranged by SMILES length (smallest number first): 8 of the compounds above
SMILES | DNMT1 block | Rpn11 block | LMPTP inh | SUMO1-SIM PPI | CSN inh | STEP inh | Neddylation inh | Rin1-Abl PPI inh | Scp1 inh | NadD inh
O=C1Nc2ccc(F)cc2C12SCCS2 | 0 | i | 0.0 | 2 | 1 | -2 | i | 1 | -6 | -1
Clc1cccc2sc(N3CCOCC3)nc12 | 0 | + | -0.1 | 1 | 0 | -1 | i | -8 | 2 | 0
Clc1ccc2nc(-c3ccccc3)c(Cc3ccsc3)n2c1 | -1 | i | -0.3 | 1 | 0 | -3 | i | 3 | . | 2
CCc1ccccc1NC(=O)CCNC(=O)Cn1ccc2ccccc2c1=O | 0 | i | -0.2 | 0 | -1 | -1 | i | -1 | -4 | -9
O=C(O)c1cccc(Nc2ccc([N+](=O)[O-])c3nonc23)c1 | -6 | i | 15 | -74 | 4 | 12 | i | -11 | -9 | -4
COc1ccc(-c2c(C)nn3c(N)c(-c4ccccc4)cnc23)cc1OC | -2 | i | 1.6 | 10 | 2 | -1 | i | 2 | -4 | 4
CSc1ccc(Cn2c(C)c(C(=O)NCc3cccc(C(F)(F)F)c3)sc2=O)cc1 | -11 | i | 5.3 | 5 | -1 | 2 | i | -3 | . | -5
CN(C)S(=O)(=O)c1ccc(C(=O)NCc2ccc3[nH]c4c(c3c2)CCCC4)cc1 | -11 | i | 0.6 | -1 | -4 | 4 | i | -2 | -14 | 5

Next compounds follow.
SMILES | DNMT1 block | Rpn11 block | LMPTP inh | SUMO1-SIM PPI | CSN inh | STEP inh | Neddylation inh | Rin1-Abl PPI inh | Scp1 inh | NadD inh
O=C(NNC1CC(=O)N(c2ccc(Br)cc2)C1=O)c1cccs1 (stereo not drawn) | -3 | i | 4.6 | -4 | -1 | -3 | i | 1 | -1 | -1
COc1ccc(NC(=O)Nc2nnc(-c3ccncc3)s2)cc1 | -1 | i | 1.2 | -3 | 1 | 1 | i | -1 | 8 | 9
CC(=O)Nc1ccn(-c2ccccc2)n1 | -3 | i | -0.8 | 1 | -1 | -7 | i | 2 | -1 | -4
Cc1cc(C)n(CCc2nc(-c3ccc(-c4ccccc4)cc3)cs2)n1 | -2 | i | 2.5 | -1 | 2 | -2 | i | -1 | 5 | 2
CCNC(=O)C1(C)CCCN1C(=O)c1cnc2ccccc2n1 (stereo not drawn) | 3 | i | -1.5 | -14 | 1 | 2 | i | -5 | . | 2
COC(=O)C1=C(C)NC(=S)NC1c1ccc(OCC(=O)N2CCCCC2)c(OC)c1 (stereo not drawn) | -4 | i | -0.6 | 2 | 0 | -3 | i | 2 | -5 | -2
